Bioassay records: PubChem, several laboratories
RGS7-Gao reg: RGS7-Galphao binding modulators, primary screen, biochemical, multiplexed bead flow cytometry | actives lie on both sides | Guanine nucleotide-binding protein G(o) subunit alpha (Homo sapiens), P09471 | 220,000 compounds, 0.35% hits | binding response (% of control), % at 10 µM | AID 1439, 2008; in the data active = binding response below about 49% or above about 150%; inconclusive = no clear call, values can overlap the other calls; inactive = in between;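 note: fluorescent Galphao held in activated GDP-AlF4 state binding bead-coupled RGS7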
Target sequence (P09471 whole entry, looked up): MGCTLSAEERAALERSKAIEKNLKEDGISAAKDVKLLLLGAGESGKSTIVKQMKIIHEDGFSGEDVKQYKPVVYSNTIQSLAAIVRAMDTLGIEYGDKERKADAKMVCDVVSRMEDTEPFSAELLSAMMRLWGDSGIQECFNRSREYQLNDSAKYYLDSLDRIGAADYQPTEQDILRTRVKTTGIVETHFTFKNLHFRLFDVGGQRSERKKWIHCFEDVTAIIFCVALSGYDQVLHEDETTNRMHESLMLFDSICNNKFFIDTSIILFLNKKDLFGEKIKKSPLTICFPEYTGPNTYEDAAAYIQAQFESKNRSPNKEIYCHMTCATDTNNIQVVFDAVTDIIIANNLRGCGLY
Mcl1 Bid PPI: Mcl-1/Bid binding inhibitors, primary screen, biochemical, TR-FRET, 1536-well; Induced myeloid leukemia cell differentiation protein Mcl-1 (Homo sapiens), Q07820; TR-FRET Mcl-1/Bid-Dy647 peptide binding; inhibition, % at 21.7 µM; 220,000 compounds, 0.97% hits;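 active = compounds that cut the binding signal by more than half at the single screening dose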;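 note: His-tagged Mcl-1 with europium anti-His antibody binding Bid BH3 peptide; 0% = Mcl-1 plus peptide wells and 100% = peptide-only wells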
Target sequence (Q07820 whole entry, looked up): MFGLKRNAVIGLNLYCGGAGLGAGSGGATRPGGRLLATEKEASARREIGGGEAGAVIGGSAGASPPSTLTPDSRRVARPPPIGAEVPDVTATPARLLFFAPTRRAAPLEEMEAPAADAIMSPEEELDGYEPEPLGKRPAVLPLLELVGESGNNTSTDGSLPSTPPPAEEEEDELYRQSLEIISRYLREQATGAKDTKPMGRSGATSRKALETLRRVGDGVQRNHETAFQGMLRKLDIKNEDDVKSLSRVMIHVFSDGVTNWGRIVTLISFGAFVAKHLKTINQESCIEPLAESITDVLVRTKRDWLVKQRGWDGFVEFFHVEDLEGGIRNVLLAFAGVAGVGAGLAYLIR
RGS4-Gao reg: modulators of RGS4 binding to Galphao, primary screen, biochemical, multiplexed bead flow cytometry | Guanine nucleotide-binding protein G(o) subunit alpha (Homo sapiens), P09471 | actives lie on both sides | binding response (% of control), % at 10 µM | 220,000 compounds, 0.33% hits; in the data active = binding response below about 49% or above about 150%; inactive = in between;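 note: fluorescent Galphao activated with aluminum fluoride binding bead-coupled RGS4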
RGS8-Gao: RGS8-Galphao binding modulators, primary screen, biochemical, multiplexed bead flow cytometry. actives lie on both sides. response (percent of control binding), % at 10 µM. 220,000 compounds, 0.34% hits. AID 1423, 2008; in the data active = response below about 60% or above about 140%; inactive = in between;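 note: Galphao activated as the GDP aluminium fluoride complex binding bead-coupled RGS8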
* marks the source's active call; other numbers are inactive results; ? = inconclusive; [ ] = another dose, or the depositor's remark.

RGS7-Gao reg	Mcl1 Bid PPI	RGS4-Gao reg	RGS8-Gao	mol
?	-18	97	101	Clc1cc2nc[nH]c2cc1Cl
?	-36	102	103	C#CCOCCOCCOCCNc1nc(N2CCN(C(=O)[C@H](CCCCN)n3cc([C@@H](N)CO)nn3)CC2)nc(N2CCN(C(=O)[C@H](Cc3cc4ccccc4[nH]3)n3cc([C@@H](N)CO)nn3)CC2)n1
?	-25	101	103	Cc1ccc(Nc2cc(C)c3c(O)cccc3n2)cc1C
?	-25	95	99	O=C1NC[C@H](Cc2ccccc2)N(CCc2cccc(F)c2)C1=O
?	-128	93	98	COc1cccc(/C=N/n2c(-c3cc(C)[nH]n3)n[nH]c2=S)c1OC
?	3	97	97	COCCOc1cc(COC)nc(-c2cccc(C)c2)n1
?	-20	90	98	CC(C)[C@H](Nc1ccc(C(F)(F)F)cc1[N+](=O)[O-])C(=O)O
?	-57	111	107	NC(N)=Nc1cc2ccccc2c2ccccc12
?	-22	97	99	CCc1ccc(/C=N/N2CCN(c3ccccn3)CC2)cc1
?	-82	101	103	O=C(NC1CC1)C1=C[C@@H](c2c[nH]c3ccccc23)C[C@@H](OCCCCO)O1
?	-35	95	98	COc1ccccc1CNC(=O)C1CCC(CNc2c(N3CCC(C)CC3)c(=O)c2=O)CC1 (stereo not given)
?	69*	92	97	CCCc1nc2oc3cc(OC)ccc3c(=O)c2c(=O)n1CCc1ccccc1

Next section (4 carried over from the part before).
RGS7-Gao reg	Mcl1 Bid PPI	RGS4-Gao reg	RGS8-Gao	mol
?	-22	97	99	CCc1ccc(/C=N/N2CCN(c3ccccn3)CC2)cc1
?	-82	101	103	O=C(NC1CC1)C1=C[C@@H](c2c[nH]c3ccccc23)C[C@@H](OCCCCO)O1
?	-35	95	98	COc1ccccc1CNC(=O)C1CCC(CNc2c(N3CCC(C)CC3)c(=O)c2=O)CC1 (stereo not given)
?	69*	92	97	CCCc1nc2oc3cc(OC)ccc3c(=O)c2c(=O)n1CCc1ccccc1
?	-8	96	100	CCc1nc(SCC(=O)c2ccccc2)c2c(=O)n(C)c(=O)n(C)c2n1
?	-13	105	101	CN1CCC(NC(=O)NC2CCCCC2)CC1
?	-17	102	98	Cc1cc(C)n(-c2nc(NCCN(C)C)c3c4c(sc3n2)COC(C)(C)C4)n1
?	-20	100	100	CN(C)S(=O)(=O)c1ccc(Cl)c(NC(=O)COC(=O)C2CCCO2)c1 (stereo not given)
?	-53	98	94	O=C(/C=C/c1ccco1)NCC1OCCc2ccccc21 (stereo not given)
?	-29	106	100	O=C(CSc1nc(O)c(Cc2ccccc2)c(=O)[nH]1)c1ccccc1
?	-16	93	96	COc1c(Cl)cc(Br)c(OC)c1C(=O)NC(=O)Nc1nc(C)cc(C)n1
?	-29	111	104	Cc1ccc(C(=O)N2CCC3(CC2)Oc2ccc(Cl)cc2C(=O)C32CC(c3ccc(Cl)cc3)=NO2)s1 (stereo not given)
?	-20	102	99	C[C@@H]1CC=C[C@H]2[C@H]1C(=O)N(Cc1ccccc1)[C@H]2c1ccc2ccccc2c1Br
?	-21	104	103	CC(NC(=O)C1CCCN1S(=O)(=O)c1ccc2c(c1)n(C)c(=O)c(=O)n2C)c1ccccc1 (stereo not given)
?	-12	97	100	COC(=O)C1=C(C(=O)OC)[C@@H]2N(Cc3ccccc3)c3ccccc3[C@@]23C[C@@H](C(=O)OC)N(C(=O)c2cccs2)C3=N1
?	7	103	102	COc1ccc(NC(=O)C2C(c3ccccc3)C2(Cl)Cl)cc1 (stereo not given)
?	-23	103	103	CCN1CCN(c2nc3ccccn3c(=O)c2/C=C(\C#N)S(=O)(=O)c2ccccc2)CC1
?	-7	89	93	CCOC(=O)/C(C#N)=C/c1c(Oc2cccc(C)c2)nc2ccccn2c1=O
?	-13	98	99	Cc1ccc2ncnc(Oc3ncccc3NC(=O)C(C)(C)C)c2c1
?	-14	98	102	Cc1cc(/C(N)=N/OC(=O)c2ccccc2Cl)no1
?	-12	97	96	COC(=O)c1c(C)oc(C)c1S(=O)(=O)NCc1cccs1
?	-70	99	100	S=c1nc(-c2ccccc2)[nH]c2ccc(Br)cc12
?	-2	94	99	COc1cc(C(=O)Nc2nc(C)cc(C)n2)cc(OC)c1OC
?	-12	101	104	c1cnc2ccc3ncccc3c2c1
?	-27	101	101	O=C(O)c1ccc(N2CCCCC2)cc1O
?	6	90	93	OC(C#CCN1CCCC1)(c1ccccc1)c1cccnc1 (stereo not given)
?	-8	98	102	OC(CNCCc1ccccc1)COc1ccc(OCC(O)CNCCc2ccccc2)cc1 (stereo not given)
?	-27	90	95	CN(Cc1ccccc1)C(=O)COc1ccc(Br)cc1Cl

Sorted by the number under RGS8-Gao (rising): four from the list above
SMILES	RGS8-Gao
CCOC(=O)/C(C#N)=C/c1c(Oc2cccc(C)c2)nc2ccccn2c1=O	93
CN(Cc1ccccc1)C(=O)COc1ccc(Br)cc1Cl	95
COC(=O)c1c(C)oc(C)c1S(=O)(=O)NCc1cccs1	96
c1cnc2ccc3ncccc3c2c1	104

The listing continues.
RGS7-Gao reg	Mcl1 Bid PPI	RGS4-Gao reg	RGS8-Gao	mol
?	-48	92	92	COC/C=C/C1=CC2=CC(=O)C(C)(OC(=O)C3CCCC3)C(=O)C2=CO1 (stereo not given)
?	-62	99	101	O=C(c1ccc(Br)cc1)N(c1ccccn1)C1CCCCC1
?	-5	78	97	C/C(=N\NC(=O)c1cccnc1)c1ccc(-c2ccccc2)cc1
?	-11	108	102	O=C(OCc1ccc([N+](=O)[O-])cc1)c1ccc2ccccc2n1
?	-105	94	98	NNC(=O)c1oc2nc(-c3ccco3)cc(-c3ccco3)c2c1N
?	-36	105	99	[N-]=C=C1C(=S)NC(=O)[C@H]([n+]2ccccc2)[C@H]1c1ccc(Cl)cc1
?	7	105	103	Cc1cc(Cl)nc(-c2ccccc2O)n1
?	-6	131	108	CCOC(=O)c1cnc2c(c(C)nn2C)c1Oc1ccccc1F
?	-7	107	104	COC(=O)c1ccc(S(=O)(=O)N2CCCN(Cc3ccccc3)CC2)n1C
?	1	101	102	O=C(Oc1ccccc1)c1cccnc1Oc1ccccc1
?	-22	101	101	CCn1cc(S(=O)(=O)CC(=O)Nc2cccc(C)c2)c2ccccc21
?	-26	104	99	CCN(CC)S(=O)(=O)c1cccc(NC(=O)COC(=O)CNC(=O)c2cccc(F)c2)c1
?	-42	99	100	CCCN(CCC)C(=S)NC1CC2C=CC1C2 (stereo not given)
?	-140	70	85	Cc1cc(C)nc(NC(N)=S)n1
?	-11	101	99	O=C(c1ccc2c(c1)OCCCO2)N1CCCCC1
?	-63	80	90	COc1cccc(CN2CCNC(=O)C2CC(=O)NCc2cn3ccc(C)cc3n2)c1OC (stereo not given)
?	-26	100	101	Cc1cc(=O)oc(C)c1C(=O)NNC(=O)C1(C)CC1Br (stereo not given)
?	4	99	101	CC(=O)Nc1ccc(S(=O)(=O)Nc2nc3ccccc3nc2-n2ccc(=NC(=O)c3ccccc3)cc2)cc1
?	-48	93	95	Cc1cc(C)c2c(N)c(C(=O)N/N=C/c3cccs3)sc2n1
?	-30	96	99	O=C1CSC(c2cccc([N+](=O)[O-])c2)N1C1CC2CCC1C2 (stereo not given)
?	-31	102	103	COC(=O)c1cccc(C23CC4(C2)[C@H](CN(Cc2cccnc2)[C@@H]4c2ccccc2)C3c2ccc(Cl)nc2)c1 (stereo not given in full)
?	-5	103	101	c1ccc(-c2c[n+]3c(n2-c2ccccc2)SCC3)cc1
?	-29	106	105	O=C(O)c1ccc(/C=N/NC(=O)c2ccc(CN3c4cccc5cccc(c45)S3(=O)=O)cc2)cc1
?	13	108	103	O=C(O)c1ccc(OCCOc2ccccc2)cc1
?	-69	97	97	COc1ccc(C2CC(=O)Oc3cc(O)cc(O)c32)cc1 (stereo not given)
?	-70	101	98	Cc1cc(C)nc(N2CCCC(C(=O)NNC(=O)c3ccncc3)C2)n1 (stereo not given)
?	-51	99	99	COc1ccc(NC(=O)c2nc[nH]c2C(=O)N[C@@H](C)c2ccccc2)cc1
?	-6	100	97	O=C(CS)Nc1ccc2ccccc2c1
?	-50	103	101	CC(=O)N1C=Cc2c(c(C)c3c([nH]c4ccccc43)c2C)C1
?	32	104	102	O=C(O)/C=C/C(=O)Nc1ccc(Cl)c(C(=O)O)c1
?	-8	97	98	Cc1csc2c(N3CCN(C(=O)Nc4ccccc4)CC3)ncnc12
?	-7	94	97	O=C(O)C1CCCN1C(=O)OCC1c2ccccc2-c2ccccc21 (stereo not given)
?	-58	89	95	COc1ccc(/C=c2\s/c(=C\C(=O)C(C)(C)C)[nH]c2=O)cc1O
?	-13	97	97	CCC1CCCCN1C(=O)CSC1=NN2CCCC(=O)N=C2S1 (stereo not given)
?	0	93	101	O=C(NN1C(=O)C2C3C=CC([C@H]4CC34)[C@@H]2C1=O)c1ccc(Br)cc1 (stereo not given in full)
?	-6	101	102	CCCc1cc(=O)[nH]c(SCC(=O)Nc2ccc(Br)cc2)n1
?	-5	96	102	CCOc1ccc2[nH]c3c(N4CCc5ccccc5C4)ncnc3c2c1
?	-8	96	100	CCCc1nnc(NC(=O)C(=O)NCCN(CC)CC)s1
?	-3	108	105	O=C(c1ccccc1)c1ccc(Sc2ccc([N+](=O)[O-])cc2)cc1
?	2	103	104	C/C(=N\NC(=O)CSc1nc2ccccc2s1)c1cccnc1
?	73*	97	97	COc1ccc(N=Nc2ccc(O)c3ncccc23)cc1
?	-20	93	97	Cc1cccc(NC(=S)Nc2ccccn2)c1
?	-13	97	99	Cc1cc(C)c2oc(C(=O)N(Cc3ccccc3)C3CCS(=O)(=O)C3)cc(=O)c2c1 (stereo not given)
?	-13	102	102	Cc1cccc(N2CCN(C(=O)CN3C(=O)NC(C)(C)C3=O)CC2)c1C
?	-23	101	100	Cc1ccc(-c2nnc(SCC(=O)NC3CC3)n2N)cc1
?	19	102	104	Cc1ccc2nc(-c3cc(-c4ccccc4)no3)cn2c1
?	-35	103	93	COc1cc2c(cc1OC)CN(C(=O)c1ccc(S(=O)(=O)N3CCCC3)cc1)CC2
?	-11	105	101	S=c1nc(-c2ccc(Br)cc2)[nH]c2ccccc12
?	-7	97	99	NS(=O)(=O)c1ccc(NC(=O)COC(=O)COc2cccc(C(F)(F)F)c2)cc1
?	-13	95	100	O=c1[nH]nc(SCCS(=O)(=O)c2ccc(F)cc2)n1-c1ccccc1
?	10	104	103	CCN(CC)c1ccc(S(=O)(=O)N2CCOCC2)cc1NC(=O)CNCc1ccccc1
?	41	157*[activator]	129	O=C(O)CC1(CC(=O)NCc2cc(F)cc3c2OCOC3)CCCCC1
?	-11	104	98	Cn1c2ccccc2c(=O)c2c(=O)n(Cc3ccco3)c(-c3ccc(Cl)cc3Cl)nc21
?	-8	94	97	NC(=O)N/N=C/c1cc(F)cc(F)c1
?	-18	103	98	CCCCOC(=O)/C=C\C(=O)NC(N)=O
?	-28	99	98	CCOc1ccc(N(CC(=O)Nc2ccc(C)c(C)c2)S(=O)(=O)c2c(C)[nH]c(=O)[nH]c2=O)cc1
?	62*	95	92	S=C(NNc1ccnc2cc(Cl)ccc12)Nc1ccc(Cl)cc1Cl
?	-11	104	100	Cc1nc(N)[nH]c(=O)c1CC(=O)OCCCl
?	-3	97	98	COc1ccc(C(O)P(=O)(OC(C)C)OC(C)C)c(OC)c1 (stereo not given)
?	6	91	98	CN(C)c1cc(-c2ccc([N+](=O)[O-])cc2)oc(=O)c1Cl

Additional results follow.
RGS7-Gao reg	Mcl1 Bid PPI	RGS4-Gao reg	RGS8-Gao	mol
?	-34	104	102	C/C(Cc1ccccc1)=N\NC(=O)CNC(=O)c1ccccc1O
?	-14	96	101	CC(=O)c1ccc(NC(=S)N(CCCN(C)C)Cc2ccccc2)cc1
?	-15	102	101	Cn1nnnc1SCC(=O)Nc1ccc(S(=O)(=O)N2CCOCC2)cc1
?	6	100	101	Nc1ccc(Br)c[n+]1Cc1cccc2cccnc12
?	-13	85	92	CCOC(=O)C(=CNc1cc(OC)ccc1-n1cccc1)C(=O)OCC
?	-11	107	104	CCC(CO)NC(=O)c1ccccc1C(F)(F)F (stereo not given)
?	-22	99	99	COc1ccc(S(=O)(=O)N2CCOC2CNC(=O)C(=O)NCc2ccco2)cc1C (stereo not given)
?	-3	100	100	CS(=O)(=O)c1ccc(Cl)c(NC(=O)Nc2ccccc2)c1
?	-14	100	100	CCOC(=O)c1cn2nc(Oc3ccc(OC)cc3)ccc2n1
?	-50	102	101	COC(=O)c1cc(NS(=O)(=O)c2ccc(C)c3ccccc23)ccc1N1CCOCC1
?	-99	96	100	CCOC(=O)c1nn(-c2ccc(Cl)cc2Cl)c(=N)c(C#N)c1C
?	-16	103	101	Cc1ccc2sc(=O)[nH]c2c1

Pulled one by one from the entries so far (2):
RGS7-Gao reg	Mcl1 Bid PPI	RGS4-Gao reg	RGS8-Gao	mol
?	-22	99	99	COc1ccc(S(=O)(=O)N2CCOC2CNC(=O)C(=O)NCc2ccco2)cc1C (stereo not given)
?	-13	85	92	CCOC(=O)C(=CNc1cc(OC)ccc1-n1cccc1)C(=O)OCC

This is a subset (hit frequency here may not be typical).
